thrombin 1536 = human alpha-thrombin inhibitors, primary screen, counter-screen for coagulation protease inhibitor project, biochemical, 1536-well, fluorogenic AMC substrate. inhibition, % at 5 µM. Prothrombin (Homo sapiens), P00734. AID 1046, 2008. 0.26% of 220,000 active. Boc-VPR-AMC fluorogenic substrate cleavage;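 active means inhibition at or above 40%; inactive means inhibition below 40%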;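 further: 0% = enzyme with no compound and 100% = wells without enzyme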
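Material: human alpha-thrombin protein; Also added: Boc-VPR-AMC substrate, 15 µM final; Timing: enzyme reaction carried out at room temperature; Signal: fluorescence, ex 355 nm, em 460 nm; Measure: % inhibition of thrombin; Controls: enzyme without compound as high, wells lacking enzyme as low.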
Furin inh = human furin inhibitors, primary screen, biochemical, fluorescence intensity; purified furin, fluorogenic substrate cleavage; inhibition, % at 30 µM; 0.061% of 220,000 active; AID 463115, 2010; in the data active means inhibition above about 25%; further: inactives centre near -15
FXIa inh 1536 = human FXIa protease inhibitors, primary screen, biochemical, 1536-well. 0.14% of 220,000 active. Coagulation factor XI (Homo sapiens), P03951. purified FXIa, Boc-Glu-Ala-Arg-AMC fluorogenic substrate. inhibition, % at 5 µM. AID 798, 2007;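 active means inhibition of at least 40%; inactive means inhibition below 40%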;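 further: fluorescence of freed AMC excited at 355 nm; 0% = enzyme without compound and 100% = no enzyme blank; many of its hits are not listed in these tables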
Target sequence (P03951 19-387 limits assumed): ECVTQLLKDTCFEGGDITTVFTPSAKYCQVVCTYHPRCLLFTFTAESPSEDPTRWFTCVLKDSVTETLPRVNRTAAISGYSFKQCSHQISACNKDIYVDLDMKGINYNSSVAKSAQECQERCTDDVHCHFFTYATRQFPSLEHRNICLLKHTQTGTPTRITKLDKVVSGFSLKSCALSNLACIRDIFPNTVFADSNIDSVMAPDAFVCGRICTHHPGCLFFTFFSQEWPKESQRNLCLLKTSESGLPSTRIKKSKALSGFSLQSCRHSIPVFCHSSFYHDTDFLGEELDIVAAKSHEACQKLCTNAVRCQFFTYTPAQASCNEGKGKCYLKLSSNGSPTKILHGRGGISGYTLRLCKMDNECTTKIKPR
Target sequence (P03951 388-625 limits assumed): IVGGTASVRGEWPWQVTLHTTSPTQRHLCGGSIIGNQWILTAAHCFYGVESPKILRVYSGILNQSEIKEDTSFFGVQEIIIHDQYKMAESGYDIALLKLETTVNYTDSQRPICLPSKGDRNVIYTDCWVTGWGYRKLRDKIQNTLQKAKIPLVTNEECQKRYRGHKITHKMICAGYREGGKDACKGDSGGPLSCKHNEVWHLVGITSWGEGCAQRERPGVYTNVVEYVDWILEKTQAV
FXIIa inh 1536 = human FXIIa protease inhibitors, primary screen, biochemical, 1536-well. Coagulation factor XII (Homo sapiens), P00748. purified FXIIa, Boc-QGR-AMC fluorogenic substrate, 2 h. inhibition, % at 5 µM. 0.3% of 220,000 active. AID 800, 2007; in the data active means inhibition above about 40%;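 further: 0% = enzyme with no compound and 100% = blank without enzyme; many of its hits are not listed in these tables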
m-calpain inh = inhibitors of pig calpain II, primary screen, biochemical, fluorogenic peptide substrate, 1536-well; AID 1236, 2008; inhibition, % at 16 µM; purified calpain II, 30 min; 0.37% of 220,000 active;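 active means inhibition above about 50%, limit read from the data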
PERK inh = block of dimerizer-induced PERK translation repression, primary screen, PERK inhibitor project, CHO PERK-DD cells, SEAP luminescence, HTS; Eukaryotic translation initiation factor 2-alpha kinase 3 (Homo sapiens), Q9NZJ5; CHO PERK-DD fusion, SEAP luminescence translation reporter; inhibition, % at 5.6 µM; 0.17% of 220,000 active; AID 1416, 2008;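 active means inhibition above the mean inhibition of all tested compounds plus 3 SD, set separately per screening campaign, cut at about 2.9% in these data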;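 further: PERK kinase domain activated by AP20187 dimerizer at 100 nM; 0% = DMSO with dimerizer and 100% = rapamycin at 8.4 µM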
KLK5 inh = human KLK5 protease inhibitors, primary screen, biochemical, 1536-well; recombinant hK5, fluorogenic AMC substrate cleavage; 0.59% of 210,000 active; inhibition, % at 5 µM; AID 873, 2007; Kallikrein-5 (Homo sapiens), Q9Y337;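 active means inhibition of 40% or more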;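 further: 0% = enzyme controls without compound and 100% = no-enzyme blanks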
Cl transport mod = KCC2 cotransporter modulators, thallium flux, primary screen, cell-based, HEK293 KCC2, FluoZin-2 fluorescence, MLSMR; Solute carrier family 12 member 5 (Homo sapiens), Q9H2X9; KCC2 cells, thallium flux FluoZin-2 fluorescence; B-score of Tl+ flux slope (higher = more flux/activation; lower = inhibition) at 10 µM; 2.2% of 190,000 active; AID 1456, 2008;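 active means thallium flux slope and its plate-corrected score both differing from the plate sample mean at a set confidence after two filtering rounds, in either direction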;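 further: slope of fluorescence scaled to starting intensity during 10 to 20 s after thallium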
Rad51 HR inh = human RAD51 strand exchange inhibitors, primary screen, biochemical, fluorescence; AID 1385, 2008; hRad51 DNA strand exchange, fluorescence dequenching; 0.085% of 200,000 active; DNA repair protein RAD51 homolog 1 (Homo sapiens), Q06609; inhibition, % at 10 µM;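 active means inhibition above 40% at the single screening dose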;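 further: 0% = DMSO control wells and 100% = blanks with heterologous ssDNA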
Target sequence (Q06609 whole entry, looked up): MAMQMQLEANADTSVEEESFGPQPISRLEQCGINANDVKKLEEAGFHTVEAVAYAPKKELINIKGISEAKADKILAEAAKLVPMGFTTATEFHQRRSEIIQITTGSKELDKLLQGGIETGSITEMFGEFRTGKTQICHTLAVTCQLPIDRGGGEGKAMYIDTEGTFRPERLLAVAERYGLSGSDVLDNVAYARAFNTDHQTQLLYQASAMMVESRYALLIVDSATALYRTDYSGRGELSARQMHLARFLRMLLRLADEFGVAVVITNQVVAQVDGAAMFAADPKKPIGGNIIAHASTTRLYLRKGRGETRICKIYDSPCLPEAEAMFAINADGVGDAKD
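Test system – preformed human Rad51 ssDNA filaments · Reagent – Donor/quencher-labelled 47-bp dsDNA substrate · Incubation – 37 °C 15-min filament assembly, 30-min compound preincubation, 15-min exchange · Signal – FRET fluorescence dequenching, excitation 485 nm, emission 520 nm · Read-out – percent inhibition from fluorescence, normalised to plate control and blank means · Benchmarks – plate control and blank wells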
Numbers without * were called inactive; i = inactive; . = no result given; & = joins results of further samples; [ ] = dose if it differs, or a comment.

Every second line gives: thrombin 1536	Furin inh	FXIa inh 1536	FXIIa inh 1536	m-calpain inh	PERK inh	KLK5 inh	Cl transport mod	Rad51 HR inh
> CCN1CCN(c2ccc(NC(=O)c3ccc(C#N)cc3F)cc2Cl)CC1
→ -10.4	-36.2	-0.4	7.3	-17.7	1.4	2.9	0.179	21.1
> Cn1nnnc1SCC(=O)N1CCN(Cc2ccccc2)CC1
→ 0.0	-9.9	-5.2	9.9	4.2	-1.2	-11.5	.	-2.2
> CCOC(=O)N1CCN(CC(=O)Nc2cccc(Br)c2)CC1
→ -3.7	-15.9[20 µM]	-4.2	4.8	-1.3	0.3	-13.8	1.27	-1.6
> C=CCn1c(SCc2ccc(Cl)c(Cl)c2)nnc1C(CO)NC(=O)c1ccc(OC)cc1 (stereo not drawn)
→ -8.0	-12.3	8.6	5.3	9.7	-0.4	-23.1	-2.17	.
> N#CCCN(CCN1CCCC1)S(=O)(=O)c1ccc(-c2ccc([N+](=O)[O-])cc2)cc1
→ .	-5.1	8.2	8.4	-2.4	0.1	0.8	-1.18	5.3
> COc1ccccc1N(CC(=O)NCC1CCCO1)C(=O)CNS(=O)(=O)c1ccc(C)cc1 (stereo not drawn)
→ -6.7	-16.2[20 µM]	-10.8	-1.0	6.6	0.2	12.5	.	0.3
> Cc1nnc(NC(=O)C2(c3ccccc3)CCOCC2)s1
→ -5.6	-13.4[20 µM]	-10.4	-4.9	-14.6	-0.1	-11.1	0.678	4.5
> CC(C)(C)c1cc(C(=O)Nc2ccccc2)ccn1
→ -4.0	-17.6[20 µM]	-6.3	2.5	1.5	1.2	-1.9	2.58	-11.0
> CCn1ncc(C(=O)Nc2cccc(Cl)c2)c1C
→ -0.1	-28.4	9.3	17.0	-8.3	1.3	-5.7	.	5.5
> N/C(=N\N=C\c1ccc2c(c1)OCO2)c1nonc1N
→ 2.6	1.1	7.0	14.5	12.6	0.7	-1.0	-0.632	15.6
> CSc1nnc(C)c(=O)n1COC(=O)c1ccc(S(=O)(=O)N(C)C)cc1
→ 0.3	-9.5	16.7	10.5	-6.2	1.1	-10.1	0.839	1.5
> COc1ccc(/C=C/C(=O)N2CCC(C(N)=O)CC2)cc1S(=O)(=O)N1CCOCC1
→ -1.3	-16.4	2.2	4.2	9.1	0.4	-7.6	0.00911	-5.9
> Cc1ccc(NC2=C(Cl)C(=O)OC2OC(=O)c2ccco2)c(C)c1 (stereo not drawn)
→ 1.9	-1.2[20 µM]	-1.7	15.3	13.5	-0.2	1.8	-1.4	2.0
> O=C(CCl)Nc1cn(-c2ccccc2)nc1-c1ccc(F)cc1
→ -6.1	-30.2	-3.5	.	-30.8	1.0	-3.7	-0.0278	2.6
> CCOC(=O)c1ccc(Nc2cnc3ccccc3n2)cc1
→ -1.0	1.2	-5.4	4.0	-129.5	0.6	-8.7	-0.273	15.6
> O=c1[nH]c(SCc2ccc([N+](=O)[O-])cc2)nc2[nH]ncc12
→ 0.3	-23.3	-3.2	10.2	10.3	0.8	2.1	0.258	3.4
> O=C(CCc1ccccc1)Nc1ccccc1C(F)(F)F
→ 2.4	-11.1	-1.7	21.2	14.0	0.5	-7.2	0.143	-13.2
> CCNc1nc(NCC)nc(SCCOC(=O)COc2ccc(Cl)cc2Cl)n1
→ 0.1	-13.1[20 µM]	-2.9	8.1	-11.5	1.3	-3.2	-1.64	0.4
> CCOC(=O)c1ccc(OCC(=O)c2ccc(O)cc2O)cc1
→ -3.5	-15.1	0.2	8.9	12.4	0.1	10.5	-1.01	-2.0
> Nc1nnn(CC(=O)N/N=C/c2cccc(Cl)c2)n1
→ -9.5	3.9	-0.4	2.9	23.6	0.4	-0.5	1.05	.
> Cn1ncc(Br)c1C(=O)Nc1ccc(Cl)cn1
→ -8.8	-21.0	-11.4	-12.7	-20.8	0.9	-3.0	-0.773	-4.4
> CC(C(c1cccs1)c1c(N)n(C)c(=O)n(C)c1=O)[N+](=O)[O-] (stereo not drawn)
→ -3.1	-3.6	-1.3	4.9	-10.7	0.6	-1.9	0.018	16.9
> O=C(Nc1ccccc1)N1CCN(c2ccccn2)CC1
→ -1.8	-3.8[20 µM]	7.7	16.8	-33.0	0.0	2.6	-0.684	-6.2
> O=C(NC(=S)NCc1ccccc1)C1CC1
→ -5.2	-24.5	0.2	6.1	22.2	0.1	0.6	0.872	.
> Cc1cc(=O)[nH]c(N/N=C/c2ccc(C)o2)n1
→ -0.9	8.5	1.3	9.8	2.1	-0.7	-8.4	0.829	.
> COc1ccc(Cn2c(CCC(=O)Nc3ccc(C)c(C)c3)nc3cccnc32)cc1
→ 4.5	-2.4[20 µM]	1.6	12.1	-33.5	-1.3	-6.6	-0.00603	-3.2
> O=C(CN1CCN(Cc2ccccc2F)C1=O)NCc1ccco1
→ 1.4	-15.8[20 µM]	-2.5	11.4	-18.6	-0.8	-0.1	0.428	-0.1
> Nc1ccc2nc(CCCO)[nH]c2c1
→ -1.0	-8.6	2.4	11.9	-11.5	1.7	0.1	0.986	7.3
> CCOc1ccc(C2C(C#N)=C(N)SC(N)=C2C#N)c(OCC)c1
→ -18.3	-3.6	-6.0	17.4	-44.9	0.1	-21.4	0.0307	-78.3
> O=C(c1ccc(CN2CCOCC2)cc1)N1CCN(c2cccc(Cl)c2)CC1
→ 2.9	-24.2[20 µM]	2.0	16.2	-8.1	-0.3	22.7	0.71	5.2

Part of the list above with just Cl transport mod, FXIIa inh 1536 and PERK inh:
Molecule	Cl transport mod	FXIIa inh 1536	PERK inh
CCOC(=O)N1CCN(CC(=O)Nc2cccc(Br)c2)CC1	1.27	4.8	0.3
CCOc1ccc(C2C(C#N)=C(N)SC(N)=C2C#N)c(OCC)c1	0.0307	17.4	0.1

(further entries)
Every second line gives: thrombin 1536	Furin inh	FXIa inh 1536	FXIIa inh 1536	m-calpain inh	PERK inh	KLK5 inh	Cl transport mod	Rad51 HR inh
> COc1c(Br)cc2c(C)c(C(=O)N3CCOCC3)oc2c1Br
→ 1.2	-12.9	0.8	4.1	21.9	-0.7	0.8	0.365	-0.1
> O=C(Nc1ccc(Cc2ccncc2)cc1)c1ccco1
→ 40.0*	-18.7	31.0	18.4	10.4	0.9	69.9*	.	4.7
> CC(C)Sc1ncnc2c1oc1ccccc12
→ -0.5	-8.7	1.7	4.1	-5.8	0.3	-22.2	0.645	-3.4
> CCN(CC)CCn1c2ccccc2c2nc(C)sc21
→ -0.2	5.5[20 µM]	1.3	10.9	-32.6	0.1	1.3	0.96	.
> FC(F)(F)c1cccnc1Oc1ccc(C2=NCCS2)cc1
→ -4.3	-12.2	1.1	2.9	22.4	-0.5	14.2	-0.822	-0.1
> Cn1cc(CNC(=O)C23CC4CC(CC(C4)C2)C3)cn1
→ -0.1	-18.7[20 µM]	-5.8	3.6	22.6	0.4	1.4	0.432	-1.5
> CC(C)NC(=S)N/N=C/c1sc(N2CCCCC2)nc1-c1cccs1
→ -3.9	-8.0	25.0	22.1	6.5	-1.1	-28.5	3.08*	.
> O=C(Cc1nc2ccccc2s1)c1ccc(O)cc1O
→ -0.5	11.1[20 µM]	-14.0	7.8	-41.9	1.0	-5.2	-2.99	-8.7
> CN(C)c1ccc(/C=c2\sc3n(c2=O)CCCN=3)cc1
→ -6.3	11.2	0.4	14.4	-16.7	-0.7	-14.2	-0.538	-8.6
> C#CCNC(=O)C1=C[C@@H](c2ccc(Br)cc2)C[C@@H](OCc2ccc(CO)cc2)O1
→ -0.9	-28.8	0.0	7.5	16.7	1.1	0.7	-0.144	2.2
> COc1ccc(C2CC(c3ccccc3)=NN2C(=O)CSc2nccc(=O)[nH]2)cc1 (stereo not drawn)
→ -8.0	-11.7	-1.0	0.8	-2.5	-0.2	-12.8	-1.03	-1.9
> O=C(N/N=C/c1cccc(F)c1)NC1CCCCC1
→ -4.6	-19.2	2.2	2.9	5.7	0.3	-8.2	-1.06	2.6
> Cn1c(=O)c2c(SCC(=O)c3ccccc3)nc(C3CC3)nc2n(C)c1=O
→ -1.3	-29.4	4.0	10.6	-11.9	0.4	-8.6	.	-0.1
> CN(C)S(=O)(=O)c1ccc(C(=O)Nc2nnc(SCc3cccc4ccccc34)s2)cc1
→ -10.0	-14.4	-4.2	1.3	-88.4	0.3	-18.4	0.163	-4.6
> COc1ccc2nc(N3CCCC(O)C3)c(C#N)cc2c1 (stereo not drawn)
→ 2.8	-22.9	0.1	9.5	i	0.7	4.1	.	.
> Cc1cccc(-n2c(SCC(=O)Nc3cccc(S(=O)(=O)NC4=NCCCCC4)c3)nc3ccccc3c2=O)c1C
→ -4.8	-12.8	-3.7	0.8	-93.7	-0.9	-9.4	-0.0335	.
> CC(C)OC(=O)C1C2C=CC3(CN(CC4CCCO4)C(=O)C13)O2 (stereo not drawn)
→ 0.3	-25.2[20 µM]	-11.0	9.8	-1.7&14.3	0.8	0.2	0.791	0.0&9.7
> CC(=O)CCc1c(C)[nH]c2ccccc2c1=O
→ -7.3	-26.4[20 µM]	1.7	4.3	-15.6	0.9	-10.9	0.883	14.0
> N/C(Cc1cccc2ccccc12)=N\OC(=O)Cc1cccs1
→ -1.4	-27.7	8.0	5.7	1.8	0.9	-5.9	-1.56	-5.4
> COc1ccc(-c2csc(Nc3ncccc3C)n2)cc1OC
→ 1.8	-14.9[20 µM]	6.5	19.3	-21.4	-1.5	-0.5	-0.306	-0.2
> CC1CCc2sc(C(=O)N/N=C/C3CCCCC3)cc2C1 (stereo not drawn)
→ -4.3	-3.5	-5.8	3.6	20.3	-0.3	-8.4	1.5	-3.3
> Cn1nnc(NC(=O)c2cccc(OCc3ccccc3)c2)n1
→ -8.1	-12.9[20 µM]	-11.8	-30.1	9.9	0.6	-11.6	0.208	4.5

From PubChem BioAssay

These rows are one share of the data (hit frequency here may not be typical).
